# Bioassay records from PubChem.
# DDE Tn6 FP inh: inhibitors of Tn6 peptide binding to fibrin DD(E), primary screen, biochemical, fluorescence polarization, human fibrin, Tn6 probe; inhibition, % at 8.3 µM; Fibrinogen beta chain (Homo sapiens), P02675; Fibrin DD(E) TRITC-Tn6 fluorescence polarization displacement; AID 720509, 2013; 0.21% of 370,000 active;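 active = inhibition above a per-campaign cutoff: mean of compounds within control limits plus 3 SD, cut at about 15% in these data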;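 note: 0% = median of all compound wells on the plate and 100% = blocking peptide control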
# proKLK7 act: proKLK7 zymogen activators, primary screen, biochemical, fluorescence intensity; Kallikrein-7 (Homo sapiens), P49862; purified proKLK7, EDANS-DABCYL substrate fluorescence; 100% is mature enzyme control, 0% vehicle; activation, % at 7 µM; 0.9% of 370,000 active;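 active = activation above the mean of all tested compounds plus 3 SD, computed per campaign excluding outliers beyond control limits, cut at about 13% in these data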
# ARFGAP1 inhibitor: inhibitors of rat ARFGAP1 GAP activity, primary screen, biochemical, fluorescence polarization, GDP tracer; ADP-ribosylation factor GTPase-activating protein 1 (Rattus norvegicus), Q62848; Arfgap1-stimulated ARF1 GTP hydrolysis, GDP FP detection; inhibition, % at 16.5 µM; 0.26% of 360,000 active; AID 651572, 2012;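 active = inhibition above a per-plate limit, mean inhibition of low control wells plus 3 SD, cut at about 25% in these data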;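 note: 0% = DMSO wells with enzyme and 100% = wells lacking Arfgap1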
#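 Material: rat Arfgap1 catalytic domain, aa 1-136; also added: human ARF1(Δ1-17)-GTP substrate; compound dosing: one concentration, 16.5 µM, DMSO 1.26%; incubation: GTP hydrolysis reaction 2 h at 25 °C; measured by: Tracer-displacement fluorescence polarization with EDTA stop, 620/688 nm; evaluation: % inhibition from polarization; repeats: one replicate per compound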
# MBD2 inh: inhibitors of MBD2 binding to methylated DNA, primary screen, biochemical, TR-FRET, DNA-binding domain, human | 0.31% of 370,000 active | Methyl-CpG-binding domain protein 2 (Homo sapiens), Q9UBB5 | MBD2 binding to methylated oligonucleotide | AID 686964, 2013 | inhibition, % at 4.4 µM; in the data active = inhibition above about 13%
# PLCb3 inh: human PLC-beta3 inhibitors, primary screen, biochemical, fluorescence; 1-phosphatidylinositol 4,5-bisphosphate phosphodiesterase beta-3 (Homo sapiens), Q01970; Purified PLC-beta3, fluorogenic substrate; inhibition, % at 12.2 µM; 0.18% of 370,000 active; in the data active = inhibition above about 11%;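 note: 0% = median of compound wells on plate and 100% = full blocker control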
# UHRF1 MBD2 ctr: UHRF1 methylated DNA binding inhibitors, primary screen, counter-screen for MBD2 inhibitor project, biochemical, TR-FRET, human UHRF1, single concentration | 0.75% of 370,000 active | E3 ubiquitin-protein ligase UHRF1 (Homo sapiens), Q96T88 | inhibition, % at 4.4 µM | UHRF1 binding to methylated oligo; in the data active = inhibition above about 21%;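 note: UHRF1 SRA domain binding a hemimethylated CpG hairpin DNA probe; 0% = median of test compound wells and 100% = reference inhibitor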
# ADAM17 inh: ADAM17 inhibitors, primary screen, biochemical, QFRET. Disintegrin and metalloproteinase domain-containing protein 17 (Homo sapiens), P78536. recombinant ADAM17, EDANS/DABCYL FRET peptide cleavage. inhibition, % at 6.95 µM. 0.83% of 370,000 active. AID 720648, 2013;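 active = inhibition above the mean of compounds lying between control limits plus 3 SD, set per campaign, cut at about 8.5% in these data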;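 note: 0% = DMSO-only wells as the low control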
# ASAP1 inh: inhibitors of human ASAP1 ArfGAP activity, primary screen, biochemical, fluorescence polarization. inhibition, % at 16.5 µM. ASAP1-stimulated ARF1 GTP hydrolysis, GDP FP detection. 0.19% of 360,000 active; in the data active = inhibition above about 25%;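 note: 0% = vehicle with enzyme and substrate and 100% = no enzyme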
# PLCg1 inh: PLC-gamma1 enzyme inhibitors, primary screen, biochemical, fluorescence, purified enzyme. fluorogenic substrate. 0.84% of 370,000 active. inhibition, % at 12.2 µM. 1-phosphatidylinositol 4,5-bisphosphate phosphodiesterase gamma-1 (Homo sapiens), P19174. AID 720700, 2013; in the data active = inhibition above about 9.5%
# Target sequence (P19174 whole entry, looked up): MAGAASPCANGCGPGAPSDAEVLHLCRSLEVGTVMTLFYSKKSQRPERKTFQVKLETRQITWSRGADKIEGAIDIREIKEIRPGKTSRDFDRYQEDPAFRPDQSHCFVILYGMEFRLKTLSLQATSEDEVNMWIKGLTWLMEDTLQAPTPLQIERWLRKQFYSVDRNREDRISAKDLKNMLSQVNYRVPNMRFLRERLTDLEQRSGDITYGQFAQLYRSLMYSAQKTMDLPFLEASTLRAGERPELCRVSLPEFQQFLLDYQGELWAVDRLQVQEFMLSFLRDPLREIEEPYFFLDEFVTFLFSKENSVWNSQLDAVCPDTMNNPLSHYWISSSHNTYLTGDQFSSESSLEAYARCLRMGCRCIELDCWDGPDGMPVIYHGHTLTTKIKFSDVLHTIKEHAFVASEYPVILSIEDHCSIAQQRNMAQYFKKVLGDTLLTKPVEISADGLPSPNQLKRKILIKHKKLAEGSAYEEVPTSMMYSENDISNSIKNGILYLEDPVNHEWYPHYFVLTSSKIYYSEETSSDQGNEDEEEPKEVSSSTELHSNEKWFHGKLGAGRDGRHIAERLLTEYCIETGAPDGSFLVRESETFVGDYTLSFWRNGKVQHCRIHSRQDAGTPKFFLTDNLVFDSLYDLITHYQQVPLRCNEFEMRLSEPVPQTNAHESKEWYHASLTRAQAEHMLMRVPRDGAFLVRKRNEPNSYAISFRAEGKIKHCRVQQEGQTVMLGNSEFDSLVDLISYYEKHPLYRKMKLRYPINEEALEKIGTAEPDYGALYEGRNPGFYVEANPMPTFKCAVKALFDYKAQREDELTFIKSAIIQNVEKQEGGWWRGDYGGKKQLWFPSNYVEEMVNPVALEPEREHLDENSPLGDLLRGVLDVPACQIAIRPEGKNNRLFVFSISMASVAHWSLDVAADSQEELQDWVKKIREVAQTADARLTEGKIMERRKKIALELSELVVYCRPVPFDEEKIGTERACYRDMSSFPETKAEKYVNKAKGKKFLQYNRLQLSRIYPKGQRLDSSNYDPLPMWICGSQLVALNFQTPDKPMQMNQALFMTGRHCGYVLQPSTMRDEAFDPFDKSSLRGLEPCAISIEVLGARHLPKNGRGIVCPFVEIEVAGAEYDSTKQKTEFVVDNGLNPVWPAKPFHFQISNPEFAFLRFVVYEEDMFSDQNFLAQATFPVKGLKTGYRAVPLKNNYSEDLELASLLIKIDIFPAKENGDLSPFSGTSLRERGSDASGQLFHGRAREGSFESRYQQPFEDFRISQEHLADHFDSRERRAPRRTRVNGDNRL
# DDE Tn7 FP inh: inhibitors of Tn7 peptide binding to fibrin DD(E), primary screen, biochemical, fluorescence polarization, human fibrin, Tn7 probe; Fibrinogen beta chain (Homo sapiens), P02675; FP displacement of FITC-Tn7 peptide from fibrin DD(E); 0% = median of compound wells per plate; inhibition, % at 8.3 µM; 0.13% of 370,000 active;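 active = inhibition above the mean of compounds falling within the control limits plus 3 SD of them, cut at about 14% in these data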;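 note: 0% = plate median of compound wells and 100% = 10 µM Aha-Tn7 peptide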
#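 Assay system: Fibrin-DD(E) protein isolated from polymerized human fibrin clots; read-out basis: percent inhibition; medium: Tris/NaCl/CaCl2 buffer, pH 7.8; signal: FP measurement; incubation: 10 min plus 3 h, room temperature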
# An asterisk follows results filed as active. The order is random; about 4.1% have a hit in one of these screens.
# Preview (two entries):
compound,ASAP1 inh,UHRF1 MBD2 ctr,ADAM17 inh,PLCg1 inh,PLCb3 inh,MBD2 inh,DDE Tn6 FP inh,DDE Tn7 FP inh,proKLK7 act,ARFGAP1 inhibitor
Cc1cc(C(=O)NCc2cccs2)ccc1[N+](=O)[O-],-3.5,-1.4,-1.8,1.0,0.8,-3.9,5.0,-4.4,-0.1,-0.2
COc1cccc(-c2cc(C(=O)N3C(C)CCCC3C)no2)c1 (configuration not stated),-4.5,15.6,-5.0,-0.1,1.7,7.1,-5.7,2.8,0.6,3.3

# All compounds of this part, from the start:
compound,ASAP1 inh,UHRF1 MBD2 ctr,ADAM17 inh,PLCg1 inh,PLCb3 inh,MBD2 inh,DDE Tn6 FP inh,DDE Tn7 FP inh,proKLK7 act,ARFGAP1 inhibitor
Cc1cc(C(=O)NCc2cccs2)ccc1[N+](=O)[O-],-3.5,-1.4,-1.8,1.0,0.8,-3.9,5.0,-4.4,-0.1,-0.2
COc1cccc(-c2cc(C(=O)N3C(C)CCCC3C)no2)c1 (configuration not stated),-4.5,15.6,-5.0,-0.1,1.7,7.1,-5.7,2.8,0.6,3.3
O=C(CCNC(=O)c1ccc(Cl)cc1)Nc1ccc(S(=O)(=O)N2CCOCC2)cc1,15.5,-0.8,-0.2,0.2,-6.0,-1.0,2.5,0.7,0.1,6.7
COc1ccc(C2=NS(=O)(=O)N(C)C(C(=O)NCc3ccco3)=C2)cc1OC,-2.7,-1.4,0.8,-13.5,-21.6,-7.2,2.9,-0.8,0.1,-6.0
NC(=O)OCC(O)COc1ccc(Cl)cc1 (configuration not stated),-1.8,0.2,-6.4,1.6,-0.9,-2.8,7.8,6.3,0.0,-9.6
CC(C)CN1CCNC(=O)C1CC(=O)N(C)CC1CCOCC1 (configuration not stated),4.5,1.0,-15.0,-21.8,-28.9,1.1,-7.5,4.5,1.0,-6.7
NC1=C(Br)C(=O)c2ccccc2C1=O,8.7,-17.2,-2.6,1.0,-3.4,-16.0,1.2,0.4,0.6,9.3
O=C(COc1ccc(Br)cc1)OCc1nnc(-c2ccccc2)o1,-10.4,-2.0,-1.8,-0.5,-0.8,-0.6,-3.3,-4.9,0.7,-1.6
O=C(O)COc1ccccc1Cc1ccccc1,-11.9,0.2,-5.0,1.6,-1.6,4.0,-3.4,3.7,-0.3,4.2
O=C(CSc1ccccn1)Nc1ccc2c(c1)OCCO2,-4.0,3.8,-7.5,-0.7,-2.6,4.8,-4.5,6.9,-0.3,-1.2
CCC1(c2ccc(C)cc2)NC(=O)N(CC(=O)Nc2cccc(S(=O)(=O)N3CCCC3)c2)C1=O (configuration not stated),-9.0,1.0,0.5,2.2,1.3,0.6,-0.8,2.5,-0.3,-4.3
Cc1ccc(-c2cc(C(=O)OCn3nnc4ccccc4c3=O)c3ccccc3n2)cc1,-10.7,1.0,-2.7,-2.6,-0.6,1.1,3.1,-0.7,-0.5,14.2
O=C(O)CCn1c(C(=O)O)cc2sccc21,4.6,2.2,5.6,0.6,-1.8,-6.5,-4.3,0.1,-0.2,-11.2
CSc1ncccc1C(=O)Nc1ccc(S(=O)(=O)N2CCCC2)cc1,-18.4,-2.6,-3.7,1.7,-5.0,0.7,-2.8,-3.8,0.1,-5.4
COc1cc2nc(CN(C)Cc3ccc(OC)c(OC)c3OC)[nH]c(=O)c2cc1OC,1.0,3.7,-6.8,1.4,-6.0,-0.3,-1.2,5.2,0.1,7.3
COC(=O)[C@@]12C[C@@H](CC(=O)NCCC(C)C)C(=O)N(CCc3ccc(OC)c(OC)c3)C1=CCC(C)(C)C2,5.4,4.1,-2.7,0.1,-0.7,2.1,-3.4,1.5,0.1,0.9
O=C(COC(=O)Cc1ccc(Cl)cc1Cl)Nc1ccc(OC(F)F)cc1,9.2,1.5,1.9,0.2,-0.8,2.1,-0.2,5.0,0.9,-4.3
CC(OC(=O)CNC(=O)c1ccc2ccccc2c1)C(=O)N(C)C1CCCCC1 (configuration not stated),4.0,-1.8,0.2,-1.4,1.6,-3.4,2.3,4.2,0.9,4.2
CN1CCCCC(NC(=O)C2CCCCC2)C1=O (configuration not stated),11.8,-0.2,-0.8,-2.4,2.4,4.8,-0.7,-1.9,0.3,14.2
O=C(NC(=S)Nn1cnc2c(cnn2-c2ccccc2)c1=O)c1ccccc1,4.5,3.7,3.5,1.2,-1.5,1.1,-3.0,-3.7,0.5,6.3
c1ccc(-c2nnc(C(c3ccccc3)c3ccccc3)o2)cc1,0.9,1.5,-0.7,-3.3,-3.3,8.0,2.0,0.4,0.3,-1.5
O=S(=O)(c1ccc2nc(N3CCN(c4ccccc4)CC3)ccc2c1)N1CCCCC1,-2.8,21.7*,-0.8,-0.5,-4.0,2.1,-0.9,2.7,-0.1,-11.6
COc1ccc(N2CCN(C(=O)CCS(=O)(=O)c3ccc4c(c3)NC(=O)C(C)S4)CC2)cc1 (configuration not stated),-4.6,0.2,-3.1,-1.7,-3.9,-0.7,-1.4,3.7,-0.2,3.9
O=c1oc2ccccc2c2c1C(O)CO2 (configuration not stated),-11.1,1.1,-1.8,6.1,-2.0,6.6,1.7,1.2,-0.1,-6.2
CCOC(=O)c1c(C)[nH]c(C)c1C(=O)COC(=O)c1ccc(O)cc1,7.5,0.2,-2.9,-0.3,-5.9,0.4,-2.6,1.9,0.0,-6.0
O=C(NCCCN1CCCC1=O)c1cccc(S(=O)(=O)Nc2ccc(F)cc2)c1,-10.0,-1.2,-2.0,3.8,-3.1,0.2,-1.6,1.0,0.3,-8.3
O=C(CN1CCN(c2ncccn2)CC1)N1CCCC1,12.8,1.2,1.1,2.6,1.0,3.4,-3.7,-3.3,-0.1,1.6
Nc1nc(SCC(=O)c2cc(F)ccc2F)n[nH]1,-8.7,0.5,-2.5,-3.1,2.8,-3.8,3.5,2.4,0.1,6.5
COc1ccc(/C=N/NC(=O)c2nn(-c3ccc(C)c(C)c3)c(=O)c3ccccc23)cc1,10.9,-0.6,-0.9,-0.5,-1.4,-1.4,-4.8,-4.4,-0.8,7.6
COc1ccc(NC(=O)c2cc(C)no2)cc1,-14.5,-0.8,0.9,2.6,-5.4,3.1,1.1,1.4,-0.4,0.1
CCOc1ccc(C2C(C(=O)c3cccs3)=C(O)C(=O)N2Cc2cccnc2)cc1 (configuration not stated),0.0,-5.7,0.4,0.9,-4.9,0.0,5.6,-2.5,-0.2,-6.1
O=C(CCCc1c[nH]c2ccccc12)NCC1COc2ccccc2O1 (configuration not stated),-4.3,0.9,3.9,0.1,-2.1,-5.0,-8.0,0.4,-0.4,-5.9
Cc1ccc2c(c1)C(N1CCCC1=O)CC(c1ccco1)N2 (configuration not stated),-0.2,-1.2,-55.8,-36.1,-42.3,-8.0,-4.2,-2.6,-4.4,3.8
COCc1cc(C)nc(OCC(=O)N/N=C/c2ccc(O)cc2)c1C#N,9.7,1.9,-2.6,3.2,2.5,-1.2,0.4,3.9,-0.7,2.9
O=C(Nc1ccccn1)C(=O)Nc1ccccn1,5.9,2.9,-3.8,2.2,4.0,2.4,5.2,-6.6,-0.5,6.8
CCN(CC)CCN=CC1=C(O)CNC1=O,-5.0,-0.3,2.9,1.8,4.7,-2.6,-10.0,2.5,0.1,9.3
COc1ccc(-c2cc(C(=O)N3CCN(c4ccc(F)cc4)CC3)no2)cc1,-10.6,0.7,0.8,-2.6,-5.0,0.7,1.0,2.7,0.3,1.1
C[C@@H]1ON(C)[C@H]2C[C@H]3c4cc(-c5ccc(F)cc5)ccc4CCN3C[C@@H]12,2.6,-1.3,-7.3,-25.4,-28.4,-0.7,-0.9,-1.3,1.4,-4.5
CN(C)c1ncnc2c1ccn2C1OC(CO)C(O)C1O (configuration not stated),-1.0,0.6,-7.5,0.6,-1.1,2.7,-3.6,-2.4,0.3,9.0
COc1cccc(Nc2ccc(N3CCCCC3)cc2)c1OC,1.8,2.4,0.2,-30.4,-39.5,2.9,2.0,4.5,2.4,-9.0
COc1ccccc1N(CC(=O)NCc1ccc(F)cc1)C(=O)CCC(=O)Nc1ccccn1,20.7,1.4,1.9,0.3,2.5,-4.6,9.8,2.0,-0.4,-2.2
C=CCN(CC=C)S(=O)(=O)c1ccc(NC(=S)NC(=O)/C=C/c2cccc3ccccc23)cc1,-6.4,0.8,-2.1,-3.7,-1.8,2.3,-0.1,4.2,-0.4,7.5
CC1CN(C(=O)CN2C(=O)NC3(CCCC3)C2=O)C(=Nc2cccc(S(=O)(=O)N(C)C)c2)S1 (configuration not stated),2.9,1.2,-1.3,3.9,1.5,6.8,-0.3,0.3,-0.1,-1.0
COc1ccccc1Cc1c(-c2ccc(Cl)cc2)nc2c3ccccc3ccn12,6.3,9.4,-3.4,-9.0,-13.7,2.1,-4.6,3.0,-0.2,1.7
O=C(NNC(=O)c1cc2cc(OC(F)(F)F)ccc2[nH]1)c1cccc(C(F)(F)F)c1,1.1,-2.1,3.0,-7.2,-11.6,-1.1,-1.3,0.2,-0.3,-4.9
CCCCOc1ccc(C(=O)NCC(=O)NCCOc2ccccc2OC)cc1,-18.6,0.4,-5.8,-4.2,-9.5,-4.4,-0.3,-0.7,-0.2,1.1
C(=N\N(Cc1ccccc1)c1ccccc1)/c1ccco1,6.8,-0.1,0.2,0.6,-8.0,1.4,-1.0,3.6,-0.1,-4.8
Cc1ccc(S(=O)(=O)/N=c2\scc(C)n2C)cc1,-1.7,2.3,-1.8,2.2,2.4,1.2,4.7,-4.5,-0.3,3.9

# 2 compounds picked at random from those above, as already listed:
compound,ASAP1 inh,UHRF1 MBD2 ctr,ADAM17 inh,PLCg1 inh,PLCb3 inh,MBD2 inh,DDE Tn6 FP inh,DDE Tn7 FP inh,proKLK7 act,ARFGAP1 inhibitor
O=C(CN1CCN(c2ncccn2)CC1)N1CCCC1,12.8,1.2,1.1,2.6,1.0,3.4,-3.7,-3.3,-0.1,1.6
O=C(CCNC(=O)c1ccc(Cl)cc1)Nc1ccc(S(=O)(=O)N2CCOCC2)cc1,15.5,-0.8,-0.2,0.2,-6.0,-1.0,2.5,0.7,0.1,6.7
